# RORg inh – qHTS for inhibitors of ROR gamma transcriptional activity; Drosophila S2 Gal4-RORgamma UAS-luciferase reporter, 20 h; Potency, µM (titrated, usually from 53.6 µM), inactives show top-dose activity change, negative = inhibition, hits mostly inhibitors; 5.4% of 310,000 active; AID 2551, 2010; note: % is set by controls: 0 for no effect and ±100 for the full control effect; nearly all actives have a fitted effect of over 60% in size
# Target sequence (P51450 whole entry, looked up, the tested form may be a part): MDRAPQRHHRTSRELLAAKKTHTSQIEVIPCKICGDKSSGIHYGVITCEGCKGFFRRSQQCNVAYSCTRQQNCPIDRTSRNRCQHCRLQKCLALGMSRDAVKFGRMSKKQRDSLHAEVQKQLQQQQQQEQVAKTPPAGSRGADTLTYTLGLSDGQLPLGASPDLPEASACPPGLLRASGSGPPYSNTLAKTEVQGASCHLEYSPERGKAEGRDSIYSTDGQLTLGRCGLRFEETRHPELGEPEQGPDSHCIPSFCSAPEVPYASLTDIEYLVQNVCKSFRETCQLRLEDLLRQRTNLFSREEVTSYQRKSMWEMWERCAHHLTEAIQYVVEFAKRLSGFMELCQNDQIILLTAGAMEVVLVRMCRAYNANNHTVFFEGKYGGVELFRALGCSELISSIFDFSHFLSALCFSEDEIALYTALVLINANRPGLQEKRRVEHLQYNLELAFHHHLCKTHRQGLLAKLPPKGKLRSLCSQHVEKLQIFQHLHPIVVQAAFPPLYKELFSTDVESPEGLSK
#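 Using a luciferase readout, inhibitors were identified by reduced reporter activity in Drosophila cells coexpressing a copper-inducible Gal4–ROR gamma fusion and UAS-driven Photinus luciferase, incubated 20 hr after 700 uM copper sulfate.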
# Rab9 promoter act – qHTS Assay for Rab9 Promoter Activators. Huh7 Rab9 promoter-luciferase reporter, luminescence, 24 h. Potency, µM (series often up to 9.22 µM), for inactives: top-dose activation, negative = inhibition, usual class: activators. 2.8% of 320,000 active; note: % of control where 0% means no effect; nearly all actives have a fitted effect of over 60% in size
#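 Promoter activation is measured as luciferase luminescence in Huh7 cells stably transfected with a Rab9 promoter–luciferase construct, following 24 h compound exposure at 37 °C and 10 min reagent incubation at ambient temperature.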
# p53 reactivation – qHTS assay for re-activators of p53 using a Luc reporter; H1299 p53-A138V BP100-luciferase reporter, luminescence, 24 h; Potency, µM (doses to about 92.2 µM), for inactives: at the highest dose activity change, positive = activation, most hits filed as activators; 0.063% of 320,000 active; AID 504706, 2011; note: % of control where 0% means no effect; nearly all actives have a fitted effect of over 45% in size
#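 H1299 (p53-null), stable ts p53-A138V + BP100-Luc; 1000 cells/well, Opti-MEM/10% FBS; cpd 4 pt, 1:5; 24 h, 37 deg C, 5% CO2; detection reagent 10 min RT; luminescence.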
# BRCA1 expr up – qHTS Assay to Identify Small Molecule Activators of BRCA1 Expression | MCF7-BRCA1-FFLuc reporter, luminescence, 48 h; response scale: scaled: vehicle 0%, 10 µM genistein 100% | Potency, µM (series often up to 46.1 µM), for inactives: at the highest dose activation, most hits filed as activators | 1.1% of 380,000 active; note: nearly all actives have a fitted effect of over 80% in size; some results filed as inactive show a strong effect at the top dose
#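 Compounds are tested at multiple concentrations on MCF7 BRCA1-luciferase reporter cells seeded at 2000 per well; after 48 h, a single luminescence end-point is taken and curves fitted to the normalized data.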
# FLuc counter – qHTS profiling assay for firefly luciferase inhibitor/activator using purifed enzyme and Km concentrations of substrates (counterscreen for miR-21 project) | Potency, µM (titrated, usually from 57.5 µM), without a hit: at the highest dose activity change, negative = inhibition, usual class: inhibitors | purified FLuc, Km substrates, luminescence inhibition | 6.9% of 360,000 active;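 note: plate controls were vehicle for no effect and reference inhibitor for full effect; nearly all actives have a fitted effect of over 55% in size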
# Target sequence (P08659 whole entry, looked up): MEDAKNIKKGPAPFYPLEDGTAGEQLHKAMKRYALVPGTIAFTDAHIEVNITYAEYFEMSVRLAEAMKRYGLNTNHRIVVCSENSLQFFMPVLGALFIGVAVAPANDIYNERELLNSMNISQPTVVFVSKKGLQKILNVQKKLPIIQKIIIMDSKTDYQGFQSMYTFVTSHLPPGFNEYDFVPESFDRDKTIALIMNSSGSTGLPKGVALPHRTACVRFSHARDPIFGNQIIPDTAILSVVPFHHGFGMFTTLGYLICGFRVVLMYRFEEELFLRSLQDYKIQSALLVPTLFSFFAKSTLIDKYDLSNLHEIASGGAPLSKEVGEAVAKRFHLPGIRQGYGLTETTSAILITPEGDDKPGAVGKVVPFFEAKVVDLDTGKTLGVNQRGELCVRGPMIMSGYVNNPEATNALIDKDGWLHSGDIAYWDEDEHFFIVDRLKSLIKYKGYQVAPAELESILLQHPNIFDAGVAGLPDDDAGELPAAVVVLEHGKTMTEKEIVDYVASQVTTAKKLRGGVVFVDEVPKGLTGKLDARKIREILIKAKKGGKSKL
#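 Purified P. pyralis luciferase (10nM final) with 10uM D-luciferin and 10uM ATP (Km levels) in 50mM Tris acetate pH 7.5, 10mM Mg acetate, 0.01% Tween-20, 0.05% BSA; qHTS 6-point titration, ~60 µM downward; luminescence read.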
# uPA generation – qHTS for Inhibitors of Cell Surface uPA Generation. cell surface uPA generation assay, qHTS. Potency, µM (titrated, usually from 38.3 µM), for inactives: at the top dose activity change, negative = inhibition, most hits filed as inhibitors. 0.31% of 330,000 active; active = well fitted inhibition curve with a large enough effect; inconclusive = small, poorly fitted or top-dose-only effect; inactive = no such curve, though single readings can be large or run the other way; tested in mouse RAW 264.7 cells; note: % is set by controls: 0 for no effect and ±100 for the full control effect; nearly all actives have a fitted effect of over 55% in size
# MBNL1 CUG block – qHTS Assay for Inhibitors of MBNL1-poly(CUG) RNA binding; TR-FRET MBNL1-His/biotin-(CUG)12 binding, 665/545 ratio; Potency, µM (titrated, usually from 57.5 µM), for inactives: at the top dose activity change, negative = inhibition, actives largely listed as inhibitors; 0.036% of 280,000 active; active = well fitted inhibition curve with a large enough effect in the signal ratio, with a control signal flat, not every such curve was filed as active; inconclusive = small, poorly fitted or top-dose-only effect, or effect the other way, or a change in a side signal; inactive = no such curve, though single readings can be large or run the other way; the % refers to the signal ratio; note: % is set by controls: 0 for no effect and ±100 for the full control effect
#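 His-tagged MBNL1 binding to biotinylated (CUG)12 RNA was measured by TR-FRET using terbium anti-His antibody (0.055 ng/ul final) and streptavidin-XL665 (5 nM final). Compounds were titrated 92 nM to 58 uM; 60 min at room temperature.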
# NPC1 promoter act – qHTS Assay for NPC1 Promoter Activators; 2.4% of 320,000 active; Potency, µM (titrated, usually from 9.22 µM), inactives show at the highest dose activation, most hits filed as activators; Huh7 NPC1 promoter luciferase reporter, 24 h;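 note: % of control where 0% means no effect; nearly all actives have a fitted effect of over 60% in size; reporter is driven by a mutant NPC1 promoter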
#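 Readout is luciferase luminescence, reflecting NPC1 promoter activation in stably transfected Huh7 cells after 24 h compound exposure at 37 °C in reduced-serum medium with 10% FBS.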
# Gal4-VP16 FLuc – VP16 counterscreen qHTS for inhibitors of ROR gamma transcriptional activity; Drosophila S2 Gal4-VP16 UAS-luciferase, luminescence, 20 h; Potency, µM (top dose mostly 53.6 µM), for inactives: at the top dose activity, negative = inhibition, most hits filed as inhibitors; 3.5% of 310,000 active;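 note: Gal4-VP16 expression switched on by copper sulfate through the metallothionein promoter; % is set by controls: 0 for no effect and ±100 for the full control effect; nearly all actives have a fitted effect of over 50% in size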
# ELG1 genotox – qHTS screen for small molecules that induce genotoxicity in human embryonic kidney (HEK293T) cells expressing luciferase-tagged ELG1; Potency, µM (top dose mostly 46 µM), for inactives: at the highest dose activity change, positive = activation, most hits filed as activators; 1.3% of 330,000 active; AID 504466, 2011; HEK293T ELG1-luciferase reporter, luminescence, 16 h; note: % of control where 0% means no effect; nearly all actives have a fitted effect of over 60% in size
#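 Genotoxicity was scored as increased ELG1-luciferase reporter signal, measured by ONE-Glo luminescence (30 min, room temperature). Compound or vehicle exposure of the HEK293T reporter cells lasted 16 hr at 37°C.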
# Numbers without * were called inactive; ? = inconclusive; · = no result given; & = joins results of further samples; [ ] = remark or other dose. Unless noted, calls come from the whole dose curve; as a rule, active = well fitted curve in the direction sought with a large enough effect; inconclusive = small, poorly fitted or top-dose-only effect, or another doubt; inactive = no such curve, though single readings can be large; an effect the other way counts as inactive or inconclusive. Potency is the fitted concentration of half-maximal effect.
SMILES,RORg inh,Rab9 promoter act,p53 reactivation,BRCA1 expr up,FLuc counter,uPA generation,MBNL1 CUG block,NPC1 promoter act,Gal4-VP16 FLuc,ELG1 genotox
CCOc1ccc2nc(NC(=O)CCC(=O)c3cccs3)sc2c1,-6%,4.5µM*,?,1.8µM*,1.9µM*,-1%,2%,3.2µM*,?,10µM*
COc1cccc(NC(=O)CN(C)C(=O)c2cc(C)on2)c1,·,-1%,1%,-4%,2%,3%,·,-1%,·,0%
COc1ccc(CCNC(=O)CN(c2cccc([N+](=O)[O-])c2)S(C)(=O)=O)cc1OC,1%,-10%,5%,28%,-1%,1%,19%,1%,2%,1%
C=CCn1c(O)c(C=Nc2ccccc2)sc1=S,28%,?,22%,?,?,2%,21%,6%,?,18%
COC(=O)[C@@H](Cc1ccccc1)NC(=O)Cn1cnc2c(SC)nc(N)nc21,·,·,-2%,5%,·,12%,·,·,·,0%
COc1ccc(S(=O)(=O)N2CCOCC2)cc1NC(=O)c1cc2c(s1)CCCC2,-6%,11%,7%,0%,-22%,15%,-2%,-4%,-6%,0%
N#Cc1c(N2CCCCC2)nc(N)c2c(N)nc(SCC(=O)O)cc12,4µM*,-3%,-3%,-22%,8.5µM*,-3%,?,-3%,-19%,-1%
Cn1cccc1Cc1nnc(SCC(=O)NCC2CCCO2)n1C (stereo not given),6%,6%,-1%,3%,0%,11%,-4%,0%,1%,4%
COc1ccc(-c2nnc(NC(=O)C3CCCN3S(=O)(=O)c3cccs3)o2)cc1 (stereo not given),·,-4%,-5%,22%,-15%,-3%,·,3%,·,0%
Cc1ccnc(NC(=O)CCC(=O)N(CC(=O)NCc2ccccc2)Cc2ccc(F)cc2)c1,22%,5%,5%,-16%,-2%,-1%,-2%,1%,3%,0%
COc1ccc(NC(=O)C2CCN(S(=O)(=O)c3cccc4nonc34)CC2)cc1OC,?,3%,3%,1%,1%,-1%,?,-4%,2%,0%
Cc1oncc1C(=O)Nc1cccc2ccccc12,·,1%,·,3%,-1%,-7%,3%,5%,·,4%
Cc1cc(C)n(C(=O)c2cc(F)c(F)cc2C)n1,30%,13%,6%,15%,?,8%,-12%,0%,?,7%
CCOc1ccc(N2C(=O)S/C(=C\c3ccc(O)c(OC)c3)C2=O)cc1,-34%,1%,-4%,4%,7%,2%,-1%,2%,-12%,3%
CCOC(=O)N1CCN(S(=O)(=O)N2CCCC(C(=O)NC(C)c3ccccc3)C2)CC1 (stereo not given),14%,-14%,7%,0%,0%,3%,0%,3%,-2%,1%
NC(=O)c1nsc(C(=O)N(c2ccccc2)C(C(=O)NCC2CCCO2)c2ccc3ncccc3c2)c1N (stereo not given),43%,-4%,-2%,-7%,-1%,-3%,?,-1%,0%,-14%
CCOC(=O)c1c(O)cc(C)cc1Nc1ccccc1,12%,-3%,2%,-8%,-1%,2%,1%,-5%,-10%,0%
CCCCn1c(=O)n(CC(=O)Nc2c(CC)cccc2CC)c(=O)c2c1nc(CO)n2CCC,7.1µM*,7%,-10%,-22%,-1%,-7%,2%,-4%,-2%,-2%
CC(C)CC(c1nnnn1C1CCCC1)N1CCN(c2ccccc2F)CC1 (stereo not given),?,-9%,10%,-15%,-1%,7%,-2%,-2%,?,-7%
Cc1ccccc1NC(=O)C1CCN(C(=O)N2CCOc3ccccc32)CC1,-10%,3%,·,4%,1%,5%,-1%,-2%,-7%,1%
COc1cccc(/C=N/n2c(-c3ccco3)nc3ccccc3c2=O)c1,?,0.56µM*,?,-4%,13µM*,0%,28%,0.4µM*,?,2%
COCCNC(=O)CNS(=O)(=O)c1ccc2nc(C)sc2c1,-11%,-5%,12%,-7%,0%,4%,4%,-7%,-1%,0%
CCOC(=O)[C@@H]1[C@H]2COc3ccccc3[C@H]2N2C(=O)N(c3cccc(F)c3)C(=O)[C@]12C,0%,-1%,·,5%,2%,-9%,5%,-1%,5%,0%
CC1CCC(NC(=O)C(NC(=O)c2ccccc2)C(C)C)CC1 (stereo not given),27%,-5%,0%,10%,0%,2%,-10%,-1%,1%,0%
CCC(=O)Nc1ccc(Cl)c(NC(=O)c2c(OC)cccc2OC)c1,17%,0%,-2%,-14%,-13%,1%,-7%,-1%,-15%,0%
# The listing continues.
SMILES,RORg inh,Rab9 promoter act,p53 reactivation,BRCA1 expr up,FLuc counter,uPA generation,MBNL1 CUG block,NPC1 promoter act,Gal4-VP16 FLuc,ELG1 genotox
CCc1nc(C)c(C#N)c2cc(OC)c(OC)cc12,-23%,-9%,-4%,-28%,2%,-3%,11%,-3%,27%,1%
O=C1Nc2ccccc2C(=O)N2[C@H](c3ccc(F)cc3)[C@@H]3C(=O)N(Cc4ccccc4)C(=O)[C@@H]3[C@H]12,17%,-1%,2%,-13%,0%,16%,-11%,0%,-1%,0%
COc1ccc(C2/C(=C(/O)c3ccc(Br)cc3)C(=O)C(=O)N2C)cc1OC (stereo not given),-8%,-2%,14%,5%,-1%,-11%,?,0%,-4%,2%
COc1ccc(C)cc1NC(=O)NCCC1=CCCCC1,20%[0.365 µM],1%,-9%,2%,?,·,-3%,-3%,·,0%
O=C(Cn1c(=O)c2ccccc2n(CC(=O)N2CCCCC2)c1=O)N1CCCCC1,1%,4%,-5%,30%,0%,0%,-12%,-4%,-26%,0%
CC(CCc1ccccc1)NC(=O)COC(=O)C1CCC(C(C)(C)C)CC1 (stereo not given),-2%,-1%,9%,6%,2%,0%,-1%,-2%,-4%,-1%
Cc1ccc(C(=O)NC(C)c2ccc(-n3ccnc3)cc2)o1 (stereo not given),·,8%,1%,-10%,8%,-2%,·,3%,·,-5%
CCOC(=O)c1nc2ccccc2c(C)c1C,-7%,1%,-3%,-16%,?,3%,4%,3%,-12%,7%
O=C(N/N=C/c1cccc([N+](=O)[O-])c1)c1cccc(Br)c1,?,?,5%,52%,3%,-1%,4%,21%,15%,9%
O=C(COc1cccc(C(F)(F)F)c1)Nc1ccc(S(=O)(=O)N2CCCC2)cc1,-18%,-1%,-7%,-36%,2%,·,-6%,-2%,-9%,-36%[inhibitor]
O=C(NCCc1ccccc1)c1ccc(=O)oc1,1%,0%,2%,17%,0%,1%,9%,-1%,-2%,0%
C=CCN1C(=O)C(=O)N(CC(=O)c2ccc3c(c2)CCCC3)C1=O,·,20%,?,41%,-17%,7%,·,9%,·,6%
Cc1ccccc1NC(=O)N1CCN(S(=O)(=O)c2ccccc2)CC1,-18%,-6%,2%,-19%,-2%,2%,-2%,0%,-4%,0%
COc1ccccc1OCC(=O)NNC(=O)C1CCN(c2ncnc3sc(C)c(C)c23)CC1,·,-1%,-11%,-11%,3%,16%,·,-4%,·,-8%
CN1C(=S)SC(/[N+]([O-])=C\c2ccco2)C1(C)C (stereo not given),0%,-4%,9%,3%,11%,4%,3%,-4%,-3%,1%
COc1ccc(N2CC(C(=O)Nc3ccc(S(=O)(=O)N4CCOCC4)cc3)CC2=O)cc1 (stereo not given),1%,-5%,-1%,-1%,0%,5%,-9%,-2%,-7%,-3%
COc1ccc(C(=O)NCCc2cnc[nH]2)cc1OC,0%,-5%,0%,8%,0%,4%,-3%,2%,-5%,-1%
Cn1cc(C2=C(c3ccc(Cl)cc3Cl)C(=O)NC2=O)c2ccccc21,?,-5%[46.1 µM],10%,-15%&-36%,4%,19%,?,-13%[46.1 µM],-5%&-6%,-4%
COc1nc(N/N=C/c2ccc(C)cc2)nc(N2CCCCC2)n1,-38%,-4%,7%,-20%,?,0%,-16%,-3%,3%,-2%
Cc1oc2nc(SCCCC(=O)NCCCO)nc(N)c2c1C,4%,3%,-11%,12%,-12%,-7%,-30%,-1%,3%,8%
CC(CCc1ccccc1)NC(=O)C(=O)Nc1ccccc1 (stereo not given),24%,2.8µM*,?,60%,?,2%,0%,3.2µM*,-1%,?
O=C(CCN1CCc2ccccc21)c1ccc2c(c1)OCCO2,-19%,?,8%,-23%,8.5µM*,-5%,18%,?,11µM*,14%
CC1(NC(=O)CSc2nnc(-c3c[nH]c4ccccc34)n2C2CC2)CCS(=O)(=O)C1 (stereo not given),·,1%,-1%,-12%,0%,15%,·,-1%,·,2%

# Entries above marked active in RORg inh:
canonical_smiles	RORg inh	Rab9 promoter act	p53 reactivation	uPA generation	MBNL1 CUG block	NPC1 promoter act
N#Cc1c(N2CCCCC2)nc(N)c2c(N)nc(SCC(=O)O)cc12	4µM*	-3%	-3%	-3%	?	-3%
CCCCn1c(=O)n(CC(=O)Nc2c(CC)cccc2CC)c(=O)c2c1nc(CO)n2CCC	7.1µM*	7%	-10%	-7%	2%	-4%

# In the list so far, these contain an NH in an aromatic ring:
SMILES,RORg inh,Rab9 promoter act,p53 reactivation,BRCA1 expr up,FLuc counter,uPA generation,MBNL1 CUG block,NPC1 promoter act,Gal4-VP16 FLuc,ELG1 genotox
COc1ccc(C(=O)NCCc2cnc[nH]2)cc1OC,0%,-5%,0%,8%,0%,4%,-3%,2%,-5%,-1%
CC1(NC(=O)CSc2nnc(-c3c[nH]c4ccccc34)n2C2CC2)CCS(=O)(=O)C1 (stereo not given),·,1%,-1%,-12%,0%,15%,·,-1%,·,2%

# Bioassay records from PubChem.
